Coupling enz = qHTS Assay for Inhibitors of Fructose-1,6-bisphosphate Aldolase from Giardia Lamblia: Coupling assay counterscreen. coupling enzyme system counterscreen, AmpLite Red fluorescence. activity change, negative = inhibition, % at 58.2 µM, hits read low. 290,000 compounds, 0.67% hits; in the data active means activity change below about -30%; further: on the % scale 0 is the no-effect control and ±100 the full control effect
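Fluorescence at 525 nm excitation and 598 nm emission measured inhibition of the coupled detection system without aldolase. Compounds (at 57.5 uM final) were preincubated 10 min at room temperature with coupling enzyme reagent before a 20 min substrate/AmpLite Red step.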
B2AR arrestin = qHTS assay of beta-arrestin-biased ligands of beta2-adrenergic receptor; AID 492947, 2010; beta-arrestin recruitment to beta2AR, cell-based reporter; 330,000 compounds, 0.02% hits; Potency, µM (doses to about 46.1 µM), for inactives: at the highest dose activation, most hits filed as activators;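 further: potency means the concentration at half of the fitted maximal effect; 0% = DMSO controls and full agonism = EC100 isoproterenol or metaproterenol; nearly all actives have a fitted effect of over 65% in size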
BCR signal inh = qHTS Assay to Find Inhibitors of Chronic Active B-Cell Receptor Signaling; ABC-DLBCL IkBa-CBG/CBR reporter, luminescence ratio, 4 h; Potency, µM (highest dose often 46.1 µM), for the others: at the top dose ratio change, negative = lower green/red ratio, most hits filed as inhibitors; 340,000 compounds, 0.05% hits; AID 493014, 2011; active means well fitted inhibition curve with a large enough effect in the signal ratio, with a control signal flat, not every such curve was filed as active; inconclusive means small, poorly fitted or top-dose-only effect, or effect the other way, or a change in a side signal; the % refers to the signal ratio;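 further: potency means the concentration at half of the fitted maximal effect; plate controls were basal doxycycline-induced cells for no effect and cells given 10 µM MG132 for full effect; MG132 reads +100%, hits lower the ratio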
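Doxycycline induced both beetle luciferases in TMD8 lymphoma cells; IKK-driven degradation limits the IkappaBalpha-fused green signal, while red luminescence normalises for cell number and nonspecific effects. Compounds tested up to 46 uM, 4 hrs.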
Giardia killer = Small Molecules that selectively kill Giardia lamblia: qHTS; Giardia lamblia trophozoite viability; activity change, % at 7.66 µM, hits read low; 340,000 compounds, 0.15% hits; AID 540267, 2011; in the data active means activity change below about -80%; inconclusive means between about -30% and that limit;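 further: parasites exposed to compound for two days anaerobically before the ATP read; on the % scale 0 is the no-effect control and ±100 the full control effect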
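Trophozoite viability was measured as ATP-dependent luminescence, read 15-30 min after reagent addition. Before that, parasites at 100 cells/well were exposed to compounds for 48 h, anaerobically, at 37 deg C.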
Integrin act MD = qHTS for Activators of Integrin-Mediated Alleviation for Muscular Dystrophy; alpha7betagal myoblasts, beta-gal FDG fluorescence, 48 h; Potency, µM (doses to about 38.3 µM), for inactives: at the top dose activation, actives largely listed as activators; 350,000 compounds, 0.064% hits; AID 624291, 2012;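 further: potency means the concentration at half of the fitted maximal effect; 100% = response of the positive control SU9516; nearly all actives have a fitted effect of over 60% in size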
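Alpha7betagal+/- myoblasts (passage 13) were plated 16-24 hr, then exposed to compounds (1:260 dilution of DMSO stock) for 48 hours at 37C. After MPER lysis, β-galactosidase reporter activity was read as FDG fluorescence (ex 480/em 540) after 30 minutes.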
PKM2 activator = qHTS Assay for Activators of Human Muscle isoform 2 Pyruvate Kinase | AID 1631, 2009 | purified PKM2, Kinase-Glo ATP luminescence, activation; response scale: 0% is enzyme alone, no compound | Potency, µM (highest dose often 57.5 µM), without a hit: at the highest dose activation, hits mostly activators | 260,000 compounds, 0.34% hits | Pyruvate kinase PKM (Homo sapiens), P14618; further: potency means the concentration at half of the fitted maximal effect; on the % scale 0 is the no-effect control and ±100 the full control effect; nearly all actives have a fitted effect of over 55% in size
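ATP formation by purified human PK-M2, quantified via coupled luciferase luminescence after 1 h at room temperature with 0.1 mM ADP and 0.5 mM PEP final.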
GALK inhibitor = qHTS Assay for Inhibitors of Human Galactokinase (GALK); P51570; Purified GALK, Kinase-Glo residual ATP luminescence; Potency, µM (titrated, usually from 57.5 µM), without a hit: at the highest dose activity change, negative = inhibition, most hits filed as inhibitors; 270,000 compounds, 0.007% hits; further: potency means the concentration at half of the fitted maximal effect; on the % scale 0 is the no-effect control and ±100 the full control effect
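Kinase-Glo Plus luminescence measured ATP left after a 1 h room-temperature reaction. The reaction used 5 nM GALK, 100 uM galactose and 35 uM ATP at pH 8.0 (20 mM HEPES, 5 mM MgCl2, 60 mM NaCl, 1 mM DTT, 0.01% BSA).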
S-ASM inh = Inhibitors of Secretory Acid Sphingomyelinase (S-ASM): qHTS; placental ASM, HMU-PC fluorogenic substrate, 60 min; AID 504937, 2011; Potency, µM (top dose mostly 57.5 µM), inactives show at the top dose activity change, negative = inhibition, most hits filed as inhibitors; 340,000 compounds, 0.006% hits; Sphingomyelin phosphodiesterase (Homo sapiens), P17405; further: potency means the concentration at half of the fitted maximal effect
Target sequence (P17405 47-631 limits assumed): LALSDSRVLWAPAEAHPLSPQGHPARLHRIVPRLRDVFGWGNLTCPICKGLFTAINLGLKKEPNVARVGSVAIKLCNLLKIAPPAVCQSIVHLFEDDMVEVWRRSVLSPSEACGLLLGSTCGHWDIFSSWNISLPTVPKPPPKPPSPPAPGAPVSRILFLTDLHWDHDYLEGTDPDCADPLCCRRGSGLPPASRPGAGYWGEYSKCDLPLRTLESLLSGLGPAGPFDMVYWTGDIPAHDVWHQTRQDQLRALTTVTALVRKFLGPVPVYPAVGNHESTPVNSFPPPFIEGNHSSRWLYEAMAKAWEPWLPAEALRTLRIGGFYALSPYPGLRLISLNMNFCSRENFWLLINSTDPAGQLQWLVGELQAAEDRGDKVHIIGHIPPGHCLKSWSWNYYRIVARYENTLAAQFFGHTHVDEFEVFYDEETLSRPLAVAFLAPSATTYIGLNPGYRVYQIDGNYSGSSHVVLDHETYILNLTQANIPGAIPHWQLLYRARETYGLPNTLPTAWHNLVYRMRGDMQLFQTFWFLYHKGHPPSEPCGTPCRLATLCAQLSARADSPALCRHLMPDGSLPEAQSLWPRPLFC
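Human placenta-derived ASM enzyme was preincubated with compound for 10 minutes at room temperature, then given fluorogenic substrate HMU-PC0 (9 uM final) for 60 minutes at 37 °C; a pH 10 stop preceded fluorescence reading at Ex 386/Em 447 nm.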
Tb PFK inh = qHTS Assay to Find Inhibitors of T. brucei phosphofructokinase. ATP-dependent 6-phosphofructokinase (Trypanosoma brucei brucei), O15648. T. brucei PFK, ADP-Glo luminescence. Potency, µM (doses to about 57.5 µM), for inactives: at the top dose activity, negative = inhibition, usual class: inhibitors. 330,000 compounds, 0.17% hits;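 further: potency means the concentration at half of the fitted maximal effect; 0% = uninhibited 1x PFK enzyme wells and -100% = no-enzyme wells; nearly all actives have a fitted effect of over 60% in size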
Target sequence (O15648 whole entry, looked up): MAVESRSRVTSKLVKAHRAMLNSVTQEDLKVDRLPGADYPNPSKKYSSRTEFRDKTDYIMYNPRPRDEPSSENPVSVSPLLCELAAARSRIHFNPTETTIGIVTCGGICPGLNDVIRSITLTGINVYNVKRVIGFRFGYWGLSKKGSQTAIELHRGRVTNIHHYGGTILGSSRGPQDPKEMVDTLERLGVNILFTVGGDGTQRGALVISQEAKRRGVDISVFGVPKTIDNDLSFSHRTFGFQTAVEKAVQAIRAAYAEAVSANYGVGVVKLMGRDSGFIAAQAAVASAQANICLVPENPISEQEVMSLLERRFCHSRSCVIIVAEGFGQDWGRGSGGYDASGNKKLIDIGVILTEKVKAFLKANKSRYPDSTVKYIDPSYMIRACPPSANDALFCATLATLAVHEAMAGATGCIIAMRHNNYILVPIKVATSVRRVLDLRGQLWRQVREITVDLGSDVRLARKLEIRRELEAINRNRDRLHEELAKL
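Compounds were pin-transferred as a titration series up to 57 uM into substrate buffer (0.5 mM F6P, 0.1 mM ATP, pH 8.0), then 1.25 nM PFK was added and reactions ran 45 min before ADP-Glo detection.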
PTAP TSG101 blk = qHTS Assay for Iinhibitors of HIV-1 Budding by Blocking the Interaction of PTAP/TSG101. Tumor susceptibility gene 101 protein (Homo sapiens), Q99816. Fluorescence polarization, FITC-PTAP peptide / Tsg101 binding. Potency, µM (top dose mostly 115 µM), inactives show top-dose activity change, negative = inhibition, actives largely listed as inhibitors. 340,000 tested, under 10 active. AID 493005, 2010; active means well fitted inhibition curve with a large enough effect in the main read-out, with a control signal flat, not every such curve was filed as active; inconclusive means small, poorly fitted or top-dose-only effect, or effect the other way, or a change in a side signal; inactive means no such curve, though single readings can be large or run the other way; further: potency means the concentration at half of the fitted maximal effect; % of control where 0% means no effect
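Fluorescence anisotropy tracks displacement of a FITC-tagged PTAP peptide (50 nM) from the Tsg101 binding domain (10 uM), following a 20 min room-temperature incubation at pH 7.5.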
Menin-MLL TR inh = qHTS Assay for Inhibitors Targeting the Menin-MLL Interaction in MLL Related Leukemias: Competition With Texas Red Labeled MLL-derived Mutant Peptide; O00255; Menin + Texas Red MLL mutant peptide, fluorescence polarization; Potency, µM (doses to about 61.6 µM), for the others: top-dose FP activity change, negative = inhibition, most hits filed as inhibitors; 270,000 compounds, 0.23% hits; AID 1768, 2009; active means well fitted inhibition curve with a large enough effect in the polarisation, with a control signal flat, not every such curve was filed as active; inconclusive means small, poorly fitted or top-dose-only effect, or effect the other way, or a change in a side signal; inactive means no such curve, though single readings can be large or run the other way; the % refers to the polarisation; further: potency means the concentration at half of the fitted maximal effect; % of control where 0% means no effect; many of its hits are not listed in these tables
Starred values were filed as active, the others as inactive; ? = inconclusive; / = no result given; & = joins results of further samples; [ ] = remark or other dose. Unless noted, the call rests on the fitted dose curve; in most records, active means well fitted curve in the direction sought with a large enough effect; inconclusive means small, poorly fitted or top-dose-only effect, or another doubt; inactive means no such curve, though single readings can be large; an effect the other way counts as inactive or inconclusive. An excerpt; count on the stated rates, not on these rows.

A first look (four entries):
SMILES | Coupling enz | B2AR arrestin | BCR signal inh | Giardia killer | Integrin act MD | PKM2 activator | GALK inhibitor | S-ASM inh | Tb PFK inh | PTAP TSG101 blk | Menin-MLL TR inh
Cc1ccc(CN2CCN(/N=C/c3ccc(C)s3)CC2)c(C)c1 | 0 | 0.0% | 0% | -4 | -7% | 9% | 1% | -1% | 0% | 0% | -16%
COc1ccc(S(=O)(=O)n2ccc(-c3ccc4c(c3)CCC(C)(C)O4)n2)cc1 | -2 | 0.3% | -1% | -12 | -45%[inhibitor] | 3% | 0% | -1% | 1% | -5% | /
COc1ccc(-c2noc(CN(C)C(=O)c3ccco3)n2)cc1 | 1 | -0.1% | 0% | 2 | 33% | -1% | -1% | 0% | 5% | 1% | -15%
CCOC(=O)c1c(N)n(CC(C)NC(=O)C2CC2)c2nc3ccccc3nc12 (centres undefined) | 7 | 0.3% | -4% | / | / | 1% | 0% | / | 3% | / | 2%

The list itself, previewed entries included:
SMILES | Coupling enz | B2AR arrestin | BCR signal inh | Giardia killer | Integrin act MD | PKM2 activator | GALK inhibitor | S-ASM inh | Tb PFK inh | PTAP TSG101 blk | Menin-MLL TR inh
Cc1ccc(CN2CCN(/N=C/c3ccc(C)s3)CC2)c(C)c1 | 0 | 0.0% | 0% | -4 | -7% | 9% | 1% | -1% | 0% | 0% | -16%
COc1ccc(S(=O)(=O)n2ccc(-c3ccc4c(c3)CCC(C)(C)O4)n2)cc1 | -2 | 0.3% | -1% | -12 | -45%[inhibitor] | 3% | 0% | -1% | 1% | -5% | /
COc1ccc(-c2noc(CN(C)C(=O)c3ccco3)n2)cc1 | 1 | -0.1% | 0% | 2 | 33% | -1% | -1% | 0% | 5% | 1% | -15%
CCOC(=O)c1c(N)n(CC(C)NC(=O)C2CC2)c2nc3ccccc3nc12 (centres undefined) | 7 | 0.3% | -4% | / | / | 1% | 0% | / | 3% | / | 2%
COc1ccc(C(=O)O/N=C/c2ccc(S(=O)c3ccc(Cl)cc3)nc2)cc1 (centres undefined) | 6 | -0.4% | -9% | 1 | -30% | 0% | 3% | 2% | 0% | 0% | 2%
CC[C@H](C)[C@@H](NC(=O)O[C@@H]1C(=O)c2cc(OC)ccc2O[C@H]1c1ccc(OC)c(Br)c1)C(=O)OC | 3&-4 | 0.0% | -2% | 5 | 6% | -3% | / | 156%[activator] | -8% | 1% | -9%&19%
CC(=O)C1C(=O)C=C(c2ccco2)CC1c1ccccc1 (centres undefined) | 2 | -0.2% | 11% | 14 | -33% | 12% | 1% | -6% | -1% | -3% | 4%
Cc1nc2cc(NC(=O)CS(=O)(=O)c3ccc(F)cc3)ccc2s1 | / | -1.0% | -10% | 9 | 26% | / | / | 0% | -16% | 1% | /
O=C(O)c1cccnc1SCC(=O)N1CCCCCC1 | 1 | -0.8% | -4% | 5 | 19% | 2% | -2% | -1% | 9%[0.46 µM] | -2% | ?
O=C(Nc1ccccc1N1CCOCC1)c1cc(F)cc(F)c1 | -4 | 0.5% | 1% | 18 | 0% | -2% | 0% | 4% | -3% | -3% | 0%
NC(=O)NC(=O)CSc1nnc(-c2ccc(Cl)cc2)n1CC1CCCO1 (centres undefined) | 1 | -0.1% | -1% | 20 | 23% | -4% | 11% | -7% | 3% | -2% | -1%
Cc1ccc2[nH]c(CN3CCC(CO)(CC4CCCCO4)CC3)c(C)c2c1 (centres undefined) | 2 | -0.5% | ? | -4 | -7% | -4% | 0% | 5% | 1% | 3% | -7%
CC(CCc1ccccc1)NC(=O)c1nnc(Cc2ccc(Cl)cc2)o1 (centres undefined) | 0 | -0.1% | -9% | -19 | -23% | -1% | -3% | -7% | -9% | -1% | -12%
O=C(Nc1ccc(C(F)(F)F)cc1)C1=NN(C2CCS(=O)(=O)C2)C(=O)CC1 (centres undefined) | / | 0.2% | -1% | 19 | -33% | / | / | 1% | 0% | -1% | /
O=C(CN1C(=O)NC2(CCCCC2)C1=O)NC1CCCc2ccccc21 (centres undefined) | -1 | -0.5% | -7% | -14 | -7% | -2% | 1% | 4% | 0% | -2% | 2%
COc1ccc2nc3oc(C(=O)N4CC(C)CC(C)C4)cc3cc2c1 (centres undefined) | / | -1.1% | 11% | 7 | -28% | / | 4% | 81%[activator] | 0% | -3% | /
COc1ccc(C(C(=O)NC(C)(C)C)N(C(=O)CCC(=O)Nc2cc(C)on2)c2c(C)cccc2C)cc1 (centres undefined) | 0 | 0.1% | -7% | -11 | 16% | -3% | 13% | -2% | -3% | 1% | -28%
CC1CCC/C(=N\Nc2ccc(Cl)c(C(=O)O)c2)C1 (centres undefined) | 1 | -1.3% | ? | -1 | -10% | -10% | -2% | 6% | -4% | 0% | -14%
COc1ccc(N2CC(C(=O)N3CCN(C(=O)c4ccco4)CC3)CC2=O)cc1 (centres undefined) | 0 | -0.9% | -3% | -17 | 8% | / | 7% | 8% | 2% | 3% | -2%
COc1cc(OC)c(-c2cc(C(=O)O)ccc2OC)c(OC)c1 | 12 | 2.6% | ? | 8 | -10% | 4% | 3% | 3% | -4% | ? | -12%
CCOc1ccc(CNC(=O)c2cc3oc4ccccc4c3n2C)cc1 | -3 | -0.4% | ? | 7 | -11% | -8% | 1% | -10% | -6% | -11% | /
O=C(O)CN1C(=O)/C(=C/c2ccc(N3CCCCC3)o2)SC1=S | -14 | -1.2% | ? | -26 | -25% | 14% | 13% | 9% | -14% | 25% | /
CCOC(=O)CSc1nc2sc3c(c2c(=O)n1C1CCCCC1)CCN(C)C3 | -1 | 0.2% | 5% | -3 | 0% | -2% | 0% | 19% | -12% | -5% | -5%
Cc1cc(=O)oc2cc(OCC(=O)NCc3ccco3)ccc12 | 1 | -0.5% | -18% | -4 | 20% | -1% | -5% | -1% | 0% | -5% | 2%
C=CCNC(=O)c1cnc2n(c1=O)CCS2 | -2 | 4.2% | 3% | 0 | 0% | 10% | 0% | 4% | 1% | 5% | 0%
O=C(c1cccc(F)c1)N1CCc2ccccc2C1 | -16 | 0.3% | 5% | 14 | -3% | -4% | 0% | 4% | -3% | -8% | 1%
Cc1ccc(NCc2ccc(O)c3ncccc23)cc1C | -2 | -0.2% | ? | 1 | -2% | 3% | 0% | -3% | 0% | -6% | -7%
Cc1ccccc1-c1nnc(SC(C)C(=O)NC2CCCC2)o1 (centres undefined) | / | -0.2% | ? | -29 | -27% | / | / | 0% | -2% | 0% | /
O=C(CCN1C(=O)/C(=C/c2ccc(F)cc2)SC1=S)NNC(=O)c1cccnc1 | 0 | -0.3% | -13% | -20 | -27% | -5% | 0% | -6% | 5% | 0% | 14%
Cc1cc(OC(=O)c2ccccc2Cl)c([N+](=O)[O-])c(=O)[nH]1 | 1 | -1.3% | -7% | 2 | -37% | -4% | / | 2% | 0% | -1% | -14%
Cc1nn(C)c(=O)n1N(C)c1ncc(C(F)(F)F)cc1Cl | 1 | -0.2% | -2% | -9 | -13% | 2% | 13% | 1% | 1% | -1% | -3%
Cc1nc(NCCc2ccccc2)c2oc3ccccc3c2n1 | 1 | -0.3% | 28% | -18 | -57%[inhibitor] | -8% | 2% | -5% | 1% | -4% | 8%
O=C(NC1CCCc2ccccc21)c1cn2ccccc2n1 (centres undefined) | 0 | 0.0% | -10% | 4 | 3% | 1% | -3% | 3% | 0% | -6% | -3%

High-throughput results: PubChem BioAssay, National Center for Advancing Translational Sciences (NCATS)
